Bioassay records: PubChem, several laboratories
FID counter: counter-screen for HCV NS3 helicase inhibitors: DNA intercalator displacement. DNA fluorescent intercalator displacement, fluorescence. inhibition, % at 7.9 µM. actives 0.17% (n = 290,000); in the data active means inhibition above about 37%;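 further: 0% = vehicle and 100% = reference compound; higher means more ethidium bromide displaced from hairpin DNA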
VIM-2 inh: blocks Pseudomonas aeruginosa VIM-2 metallo-beta-lactamase; actives 0.89% (n = 290,000); purified VIM-2, nitrocefin hydrolysis, epi-absorbance fluorescence; inhibition, % at 5.6 µM;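 active means inhibition above the mean of all tested compounds plus 3 SD, cutoff set per screening run, cut at about 7.5% in these data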;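 further: red hydrolysis product quenches plate fluorescence so inhibitors raise well fluorescence; 0% = enzyme with DMSO and 100% = DMSO without enzyme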
MEKK3 PB1 HTS: modulators (inhibitors or enhancers) of MEK5 binding to human MEKK3 PB1 domain. Q99759. bead-based flow cytometry, Alexa488-MEK5 binding to MEKK3; actives lie on both sides; 0 = blocked by unlabeled MEK5, 100 = vehicle. binding response (% of control), % at 10 µM. actives 1.4% (n = 290,000);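 active means binding response more than 3 SD above or below the average of its plate-row segment, actives on both sides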;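 further: Alexa488 bead fluorescence after subtracting the streptavidin-only scavenger bead signal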
Target sequence (Q99759 whole entry, looked up, the tested form may be a part): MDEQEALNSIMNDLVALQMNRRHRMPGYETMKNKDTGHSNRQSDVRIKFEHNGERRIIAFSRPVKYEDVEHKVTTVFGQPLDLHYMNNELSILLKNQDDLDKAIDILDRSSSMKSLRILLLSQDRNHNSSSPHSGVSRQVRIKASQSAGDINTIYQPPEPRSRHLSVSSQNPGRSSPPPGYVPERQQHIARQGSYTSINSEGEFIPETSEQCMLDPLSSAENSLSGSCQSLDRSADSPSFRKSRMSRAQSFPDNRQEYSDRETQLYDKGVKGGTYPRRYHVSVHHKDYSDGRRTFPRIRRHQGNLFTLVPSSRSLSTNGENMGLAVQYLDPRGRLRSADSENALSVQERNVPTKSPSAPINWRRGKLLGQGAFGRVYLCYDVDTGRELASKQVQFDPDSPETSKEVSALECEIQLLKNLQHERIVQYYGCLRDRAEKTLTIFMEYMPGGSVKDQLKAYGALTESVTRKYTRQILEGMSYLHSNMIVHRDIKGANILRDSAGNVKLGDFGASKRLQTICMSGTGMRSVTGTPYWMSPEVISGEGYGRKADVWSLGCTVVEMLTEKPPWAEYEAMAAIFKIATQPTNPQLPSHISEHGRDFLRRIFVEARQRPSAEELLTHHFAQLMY
HCV NS3 hel inh: inhibitors of Hepatitis C virus NS3 helicase. actives 0.56% (n = 290,000). NS3 helicase DNA unwinding, Cy5 molecular beacon fluorescence. inhibition, % at 10.9 µM;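 active means inhibition above the mean of all tested compounds plus 3 SD, set per campaign, cut at about 35% in these data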;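 further: 0% = DMSO wells and 100% = thioflavine S control wells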
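Assay system: hepatitis C virus NS3 helicase domain fragment enzyme. Also added: annealed dual-labelled DNA beacon duplex, ATP-started. Timing: 1 h reaction at 25 °C, ATP-initiated. Technique: Cy5 fluorescence at 0 and 60 min, beacon hairpin quenching. Evaluation: % inhibition of unwinding. Replication: one well per compound.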
pCIP destab: lowers stability of the mouse p/CIP coactivator protein | decrease of EGFP signal, % at 10 µM | actives 0.01% (n = 290,000) | Q05BA5 | F442A p/CIP-EGFP cells, EGFP fluorescence, 16 h;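 active means EGFP signal decrease of at least 30% at 10 µM or well 3 SD below plate mean, unless failing retest; inactive means the rest, including hits failing retest or dose response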; further: some compounds called inactive have numbers as strong as hits; many of its hits are not listed in these tables
PHOSPHO1 inh: blocks human PHOSPHO1 phosphatase activity; Q8TCT1; recombinant PHOSPHO1, absorbance phosphatase assay; inhibition, % at 13.3 µM; actives 1.1% (n = 290,000); AID 1565; in the data active means inhibition above about 60%
Target sequence (Q8TCT1 whole entry, looked up): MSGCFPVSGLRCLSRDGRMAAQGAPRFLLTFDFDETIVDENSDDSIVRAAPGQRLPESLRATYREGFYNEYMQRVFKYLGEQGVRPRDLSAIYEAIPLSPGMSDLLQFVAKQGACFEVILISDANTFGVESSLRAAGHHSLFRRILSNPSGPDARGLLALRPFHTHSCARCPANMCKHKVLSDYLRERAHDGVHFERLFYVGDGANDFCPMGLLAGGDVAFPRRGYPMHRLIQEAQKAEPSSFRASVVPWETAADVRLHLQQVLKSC
SUMO HTRF inh: SUMOylation inhibition; actives 0.36% (n = 290,000); HTRF SUMOylation assay, SAE1/SAE2 + UBC9, in vitro; AID 2006; inhibition, % at 35 µM; P63279; in the data active means inhibition above about 50%, passing the limit was not always enough; further: strong numbers were not always called active
Target sequence (P63279 whole entry, looked up): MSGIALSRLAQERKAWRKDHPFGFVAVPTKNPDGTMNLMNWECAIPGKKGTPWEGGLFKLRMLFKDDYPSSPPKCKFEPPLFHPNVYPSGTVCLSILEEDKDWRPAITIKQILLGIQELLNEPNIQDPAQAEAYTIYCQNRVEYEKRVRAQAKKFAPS
IMP-1 inhibitor: blocks Pseudomonas aeruginosa IMP-1 metallo-beta-lactamase. purified IMP-1, nitrocefin hydrolysis, epi-absorbance fluorescence. inhibition, % at 5.6 µM. actives 0.45% (n = 290,000). AID 1556;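 active means inhibition above the mean plus 3 SD of all compounds in the same screening run, cut at about 4.5% in these data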;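 further: 0% = IMP-1 with DMSO and 100% = DMSO wells lacking enzyme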
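System: Purified IMP-1 | Read-out basis: Percent enzyme inhibition | Controls: IMP-1 with DMSO as 0%, enzyme-free DMSO as 100% | Replicates: One well per compound | Doses: 5.6 µM nominal single concentration | Detection: Epi-absorbance fluorescence, 480 nm excitation, 530 nm emission | Incubation: 25 °C, 15 min preincubation, 25 min reaction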
IDE act: boosts human insulin-degrading enzyme activity in HEK cells; P14735; FAbeta-B cleavage, fluorescence polarization; 0% vehicle, 100% cell-free pure enzyme wells; activation, % at 5.96 µM; actives 0.073% (n = 340,000); AID 493087;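 active means activation above the mean of all tested compounds plus 3 SD, set per screening campaign, cut at about 17% in these data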
Numbers without * were called inactive; / = no result given.

SMILES	FID counter	VIM-2 inh	MEKK3 PB1 HTS	HCV NS3 hel inh	pCIP destab	PHOSPHO1 inh	SUMO HTRF inh	IMP-1 inhibitor	IDE act
CC(C)CC(=O)NC(=S)Nc1sc2c(c1C(N)=O)CCC2	-5.9	-3.1	103.0	6.6	-5.3	16.3	-17.5	-2.5	-6.0
CC(C)CC(=O)N1CCN(Cc2cccc([N+](=O)[O-])c2)CC1	3.2	-4.1	94.0	-2.1	2.3	36.8	-1.7	-1.1	8.6
CSc1ccc(/C=C/C(=O)NC23CC4CC(CC(C4)C2)C3)cc1	-7.1	-0.7	88.0	-5.3	0.4	4.9	-13.4	-2.1	3.0
CC1(C)NC(C(=O)O)Cc2c1[nH]c1ccccc21 (stereo unspecified)	2.7	-3.0	89.0	0.2	-2.8	10.8	15.4	0.5	8.2
COc1cc(C(=O)Nc2ccccc2N2CCN(S(C)(=O)=O)CC2)cc(OC)c1OC	-9.0	-0.9	101.0	-0.2	12.1	22.1	-5.4	-3.0	4.3
Fc1ccc(C2c3[nH]c4ccccc4c3CCN2CCCn2cccn2)cc1 (stereo unspecified)	0.0	1.9	89.0	11.8	-0.8	50.9	13.9	-0.7	6.4
CC1CCCN(c2ccc([N+](=O)[O-])s2)C1 (stereo unspecified)	10.0	-3.6	106.0	-12.1	-1.0	11.3	-16.6	-4.9	-3.5
CCCCN(C(=O)c1cnc2n(c1=O)CCS2)c1ccccc1	-14.3	-4.9	99.0	5.8	-17.8	-26.1	2.4	-5.0	-7.5
Cc1cccc(-c2c3c(=O)n(C)c(=O)n(C)c3cn2C(C)(C)C)c1	-19.0	-1.5	107.0	1.7	-13.2	7.6	1.6	-2.5	-1.3
CC(C)COc1ccc(C/C(N)=N/n2cnnc2)cc1	-1.8	-3.9	85.0	-9.5	-21.5	-2.7	1.2	-4.5	3.7
O=C(OCC(=O)N(CCc1ccccc1)Cc1ccccc1)c1cccc(O)c1	-37.0	-0.8	97.0	-13.3	-2.6	-5.7	-5.4	-0.6	2.8
CCOC(=O)CNC(=O)C1CCN(S(=O)(=O)c2ccc(-c3nn[nH]n3)cc2)CC1	-3.9	-4.9	99.0	11.6	-2.6	23.9	6.2	-3.0	-2.0
CC(=O)Nc1c(C)nn(C(C)=O)c1C	2.1	-2.1	86.0	0.3	-12.7	-8.2	5.3	-0.3	3.5
O=C(CCCCC(=O)N1CCOCCOCCOCC1)OCc1ccccc1	-25.3	-3.4	109.0	11.7	-10.3	1.5	-6.0	-1.9	2.3
O=C(NC1c2ccccc2-c2ccccc21)N1CCOCC1	1.0	-1.7	84.0	1.9	-9.7	1.0	3.0	-0.4	-1.7
CCOc1ccc(C(=O)Nc2ccccc2N2CCN(C(=O)c3ccccc3)CC2)cc1[N+](=O)[O-]	-36.4	-2.1	94.0	-18.8	10.3	27.0	8.2	-3.1	7.6
Cc1onc(-c2c(F)cccc2Cl)c1C(=O)OCN1C(=O)c2ccccc2C1=O	-8.0	0.9	105.0	-7.4	-0.9	-24.9	20.6	-1.8	3.8
COCCCNC(=O)Cn1cc(C(=O)c2cccs2)c2ccccc21	-6.3	-1.1	102.0	2.7	-8.6	-5.8	6.5	-1.8	3.4
CCc1nnc(NC(=O)Nc2ccc(OC)cc2)s1	-9.2	-3.0	102.0	-2.1	-17.1	16.0	-3.5	-2.2	3.6
Cc1csc(NC(=O)c2ccncc2)n1	-7.2	-3.0	93.0	1.5	-6.7	6.1	7.6	-2.9	5.1
O=C(NC1CCCC1)C(c1ccc(N2CCOCC2)cc1)N(C(=O)c1ccco1)c1ccccc1F (stereo unspecified)	-13.4	0.4	101.0	12.8	-5.5	49.6	17.1	-3.6	4.4
O=C(NNC(=O)C1CCCC1)c1ccc(F)cc1	-4.1	-2.8	102.0	2.6	-14.3	26.6	12.0	-3.1	2.8
NNC(=S)NCc1cccnc1	-4.9	-3.8	107.0	-0.2	-7.1	-10.5	8.2	-3.6	8.5
O=c1cc(O)nc2n1CCCS2	-2.0	0.3	109.0	6.5	-1.3	-76.6	-9.0	-2.5	1.4
NC(=O)c1cccc2c1C(=O)N(C1CCCCC1)C2	-3.8	-3.7	112.0	16.1	-3.1	-0.6	9.7	-2.5	-4.1
CNC(=O)CCc1[nH]c2ccccc2c1Sc1ccccc1	-3.3	-4.1	160.0*	-7.8	2.2	-9.8	-21.1	-2.7	2.1
COc1ccc(C(=O)NCc2nnc(SCC(=O)N3CCCCC3)o2)cc1	-9.8	1.3	56.0	6.4	1.2	20.5	9.8	-1.2	4.2
CN(C)S(=O)(=O)c1ccc(NC(=O)c2ccncc2)cc1	5.3	1.4	93.0	-6.7	2.4	16.1	4.8	-1.0	4.8
COc1ccc(F)cc1S(=O)(=O)NC(Cc1ccccc1)C(N)=O (stereo unspecified)	-2.5	-2.8	/	4.5	8.2	-25.8	1.1	-1.1	7.2
O=C(CSc1ncn[nH]1)N1N=C2/C(=C/c3ccccc3)CCCC2C1c1ccccc1 (stereo unspecified)	-25.1	2.3	96.0	-15.2	-16.4	0.8	-8.7	0.2	-4.7
CCOC(CNC(=O)c1cc(C)nn1-c1ccccc1)OCC	-0.9	-0.5	104.0	8.3	-8.3	3.2	1.8	-2.8	5.2
O=C(Nc1ccc(F)cc1)Nc1ccc2c(c1)OCO2	-3.3	0.4	100.0	1.9	-9.7	30.1	-3.4	-3.7	4.2
O=C(Nc1cccc(-c2nnc(-c3ccccc3)o2)c1)C1CCCCC1	-3.6	-1.7	117.0	-0.8	-19.9	23.7	3.6	0.6	-1.1
Cc1ccc(S(=O)(=O)Nc2ccc(C(=O)N3CCOCC3)cc2)cc1	-9.8	-2.7	100.0	-4.1	-26.6	32.5	11.1	-2.2	2.3
CC1CCN(C(=O)CSc2nc3c(c(=O)n2C)SCC3)CC1	-19.6	-1.8	98.0	3.5	0.7	9.0	8.5	-0.5	0.8
COc1c(C)cc(Br)cc1C(=O)NC(=S)NCc1ccco1	-6.8	-2.7	98.0	3.4	-53.5	31.8	-7.7	-3.8	-2.9
Cc1nn(-c2ccccc2)c2ncc(C(=O)c3cc(Cl)ccc3O)cc12	0.2	1.6	101.0	-1.6	-5.9	-2.8	-31.0	-3.6	1.7
Cc1c(C(=O)Nc2cccc([N+](=O)[O-])c2)csc1-c1ccccc1	-2.0	-3.1	/	-2.1	0.4	44.0	-25.6	-0.8	0.0
COc1ccc(CNc2c(C(=O)O)cnc3c2cnn3C)cc1	-11.2	9.9*	98.0	-4.3	-7.3	32.2	3.1	-3.2	9.7
CCc1ccc(N=C2NC(=O)/C(=C/c3cc(Br)c(OCC(=O)O)c(OC)c3)S2)cc1	2.3	-2.0	102.0	22.3	-2.6	34.8	44.1	-4.0	-7.8
COc1ccc(C(=O)Nc2ccnn2C2CCN(Cc3ccccn3)CC2)cc1	-6.7	-1.6	105.0	4.9	-0.8	27.9	8.4	-1.7	3.3
Cc1ccc(Nc2nnc(SCc3nc4ccccc4c(=O)[nH]3)s2)cc1	-4.8	0.6	99.0	3.6	1.0	24.9	28.2	-1.0	7.1
Cc1c(NC(=O)COC(=O)c2ccc(Br)o2)c(=O)n(-c2ccccc2)n1C	-4.2	1.1	100.0	-6.2	6.1	6.6	3.0	-0.5	-0.6
CCOc1ccc(NC(=O)COC(=O)C2C3CC4OC(=O)C2C4C3)cc1 (stereo unspecified)	-9.2	-1.2	95.0	0.2	-39.6	17.4	-3.0	0.2	-2.8
COC(=O)C1CCN(S(=O)(=O)c2ccc(NC(C)=O)cc2)CC1	-0.5	-1.9	95.0	0.5	1.3	15.0	8.5	0.2	-1.6

Entries of single compounds as entered above.
`COc1ccc(CNc2c(C(=O)O)cnc3c2cnn3C)cc1` as listed: FID counter = -11.2; VIM-2 inh = 9.9*; MEKK3 PB1 HTS = 98.0; HCV NS3 hel inh = -4.3; pCIP destab = -7.3; PHOSPHO1 inh = 32.2; SUMO HTRF inh = 3.1; IMP-1 inhibitor = -3.2; IDE act = 9.7
`Cc1c(C(=O)Nc2cccc([N+](=O)[O-])c2)csc1-c1ccccc1` as listed: FID counter = -2.0; VIM-2 inh = -3.1; MEKK3 PB1 HTS = /; HCV NS3 hel inh = -2.1; pCIP destab = 0.4; PHOSPHO1 inh = 44.0; SUMO HTRF inh = -25.6; IMP-1 inhibitor = -0.8; IDE act = 0.0

Additional entries.
SMILES	FID counter	VIM-2 inh	MEKK3 PB1 HTS	HCV NS3 hel inh	pCIP destab	PHOSPHO1 inh	SUMO HTRF inh	IMP-1 inhibitor	IDE act
CCOC(=O)c1sc(NC(=O)c2ccc(S(=O)(=O)N(CC)CC)cc2)nc1C	3.8	-0.3	92.0	11.0	-6.3	21.9	-4.4	-2.9	1.1
CCOC(=O)c1c(C)n(C)c2cc(Br)c(C(=O)OC)cc12	-17.0	-1.5	100.0	14.1	-1.4	-0.3	4.1	-1.7	-2.3
COc1ccc(/C=C(\C#N)C(=O)c2c(C)[nH]c3ccccc23)cc1OC	6.6	-2.1	109.0	5.4	-11.1	-1.5	8.9	-2.5	-2.8
O=C(NNC1=C(C(=O)C(F)(F)F)CCC1)c1cccc(O)c1	-1.4	-2.7	94.0	0.4	-11.6	-4.2	7.1	-3.9	6.6
O=c1[nH]c(CN2CCc3ccccc3C2)nc2ccccc12	-10.0	-0.8	108.0	-7.7	5.9	28.5	-4.4	-0.1	2.5
CC(Oc1ccc(Cl)cc1Cl)C(=O)NCCCN(C)C (stereo unspecified)	5.1	-3.6	107.0	11.0	6.4	-18.5	0.1	-2.1	1.6
Cc1ccc(S(=O)(=O)N(CCC(=O)O)c2ccccc2)cc1	-9.9	-4.5	93.0	-6.4	-17.4	-2.2	3.7	-0.9	-1.2
COc1ccccc1NC(=O)c1csc2c1CCC(C)C2 (stereo unspecified)	-12.9	-0.2	93.0	5.8	-10.6	32.4	-18.2	-2.7	0.8
Cc1sc(NC(=O)c2cc(-c3ccccc3)nc3ccccc23)c(C(N)=O)c1C	1.9	-0.7	99.0	11.7	-9.5	-6.4	1.6	-2.7	2.8
COc1ccc(OC)c(CNC(=O)Cn2nc(C)c3c(C)n(-c4ccc(C)cc4)nc3c2=O)c1	-30.0	-3.7	100.0	-7.3	8.4	24.0	/	-1.9	2.4
COc1ccc(S(=O)(=O)Nc2c(C)nc3nc[nH]n3c2=O)cc1	7.4	-3.0	104.0	7.5	12.0	-15.8	3.0	-2.2	-3.4
CCc1ccc(C(=O)N2CCN(c3ccc(NC(=O)c4ccco4)cc3)CC2)cc1	-39.5	-2.1	100.0	-11.8	-2.6	/	-0.6	-1.9	7.1
CCCC(C(=O)NCCc1ccc(S(N)(=O)=O)cc1)c1ccccc1 (stereo unspecified)	-6.6	0.2	103.0	10.3	-2.7	31.9	13.4	-1.9	1.6
CCn1c2ccccc2c2cc(NC(=O)C(C)Oc3ccccc3)ccc21 (stereo unspecified)	-14.1	-2.4	97.0	-9.1	-3.7	33.0	7.9	-0.5	-0.8

Only part of the results is shown; the hit share may differ from the screen's.
